esBAF inh = Bmi1 luciferase reporter increase in mESCs, primary screen, esBAF inhibitor project, mouse ES cells, Bmi1 luciferase knock-in, single point. AID 602393, 2012. hit rate 2% among 350,000. 24 h; 100% = twice the neutral-well signal. reporter increase, % at 12.5 µM; in the data active = activation above about 40%;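 note: 0% = median of the plate's neutral control wells and 100% = double that signal; a rise in the Bmi1 reporter signal indicates esBAF inhibition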
PglD DTNB = C. jejuni PglD acetyltransferase inhibitors, primary screen, biochemical, DTNB colorimetric, single point; UDP-N-acetylbacillosamine N-acetyltransferase PglD (Campylobacter jejuni); purified PglD enzyme, DTNB colorimetric CoA detection; inhibition, % at 12.5 µM; hit rate 0.098% among 360,000; AID 602405, 2012; in the data active = inhibition above about 16%, passing the limit was not always enough; note: strong numbers were not always called active
ERp5 block = inhibitors of ERp5-driven insulin aggregation, primary screen, biochemical, turbidity, absorbance 650 nm, single point; Protein disulfide-isomerase A6 (Homo sapiens), Q15084; 90 min; inhibition, % at 9.99 µM; hit rate 0.05% among 350,000;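 active = mean replicate inhibition above about 25%, with every replicate also reaching it, limit read from the data, passing the limit was not always enough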
RAD54 branch = inhibitors of human RAD54 branch migration, primary screen, biochemical, fluorescence, single point; RAD54 Holliday junction branch migration, FAM/BHQ fluorescence; DNA repair and recombination protein RAD54-like (Homo sapiens), Q92698; inhibition, % at 10.4 µM; hit rate 0.14% among 360,000;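 active = mean normalized replicate activity at least 40 and at least half of replicates scoring 40 or more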;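 note: 0% = median of neutral control wells and 100% = median of positive control wells; inhibitors cause a drop in the FAM fluorescence signal; in these data hits start at about 50%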
Target sequence (Q92698 whole entry, looked up): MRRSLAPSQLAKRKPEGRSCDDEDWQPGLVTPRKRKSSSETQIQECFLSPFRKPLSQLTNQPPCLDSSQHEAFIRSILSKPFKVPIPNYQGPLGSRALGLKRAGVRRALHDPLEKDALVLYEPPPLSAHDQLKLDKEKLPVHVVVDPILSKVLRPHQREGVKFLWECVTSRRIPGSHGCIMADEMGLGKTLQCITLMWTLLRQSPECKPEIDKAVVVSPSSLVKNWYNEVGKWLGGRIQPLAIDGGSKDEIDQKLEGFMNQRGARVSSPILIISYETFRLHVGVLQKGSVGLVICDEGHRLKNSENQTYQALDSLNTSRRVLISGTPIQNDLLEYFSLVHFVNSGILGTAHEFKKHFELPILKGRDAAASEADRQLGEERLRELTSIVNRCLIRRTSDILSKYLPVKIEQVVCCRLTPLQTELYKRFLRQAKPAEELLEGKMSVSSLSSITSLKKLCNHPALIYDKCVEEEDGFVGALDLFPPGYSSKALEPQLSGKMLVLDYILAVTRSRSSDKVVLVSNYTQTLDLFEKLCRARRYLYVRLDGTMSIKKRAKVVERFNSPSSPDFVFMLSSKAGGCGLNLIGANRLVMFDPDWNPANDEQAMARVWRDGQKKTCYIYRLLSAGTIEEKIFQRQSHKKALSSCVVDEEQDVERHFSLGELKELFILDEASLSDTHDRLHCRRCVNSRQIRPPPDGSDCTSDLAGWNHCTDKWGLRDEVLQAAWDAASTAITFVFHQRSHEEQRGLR
Casp6 inh = human caspase-6 inhibitors, primary screen, biochemical, VEID-R110 fluorescence, single point, set 2 | hit rate 0.53% among 350,000 | P55212 | purified caspase-6, Z-VEID-R110 cleavage fluorescence | inhibition, % at 12.5 µM;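 active = mean inhibition across replicates at least about 35%, with every replicate also reaching that limit, limit read from the data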;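 note: 0% = median of neutral control wells and 100% = no fluorescence left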
Target sequence (P55212 24-179 limits assumed): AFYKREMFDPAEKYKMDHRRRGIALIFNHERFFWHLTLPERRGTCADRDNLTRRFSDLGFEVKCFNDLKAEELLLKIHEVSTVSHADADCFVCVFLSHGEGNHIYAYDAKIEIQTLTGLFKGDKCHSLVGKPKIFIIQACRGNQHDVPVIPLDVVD
Target sequence (P55212 194-293 limits assumed): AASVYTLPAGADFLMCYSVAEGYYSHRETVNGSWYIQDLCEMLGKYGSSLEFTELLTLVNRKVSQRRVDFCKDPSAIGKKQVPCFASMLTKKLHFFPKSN
E-sel inducer = E-selectin induction in HUVECs, primary screen, imaging, HUVEC, immunofluorescence imaging, single point. P16581. normalized: neutral wells 0, TNF-alpha wells 100. activation, % at 7.58 µM. hit rate 0.37% among 260,000. AID 686992, 2013;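 active = mean E-selectin-positive cell signal at least 10% of the positive control, reached in at least 60% of replicates, without over 20% cell loss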;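 note: in these data hits start at about 27%; measured in HUVEC primary endothelial cells; signal is the percent of cells scored E-selectin positive by PE staining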
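System: HUVEC, human umbilical vein endothelial cells; quantity: 3,000 cells/well; buffer or medium: EGM-2 medium, gelatin-coated wells; dosing: single-point compound dose; detection: immunofluorescence imaging; evaluation: % PE-positive cells; benchmarks: TNF-alpha, DMSO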
ARNT TACC3 PPI = disruptors of ARNT/TACC3 protein interaction, primary screen, biochemical, AlphaScreen, single concentration; Transforming acidic coiled-coil-containing protein 3 (Homo sapiens), Q9Y6A5; AID 623870, 2012; inhibition, % at 9.99 µM; AlphaScreen His-ARNT PAS-B/GST-TACC3 binding, luminescence; TACC3 fragment carries E629A point mutation; hit rate 0.66% among 390,000;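 active = mean inhibition of replicates at least 50% and at least half of replicates each reaching 50%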;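 note: 0% = complete ARNT plus TACC3 wells and 100% = ARNT alone without TACC3; many hits fall short of the cut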
RAD52 inh = RAD52 DNA annealing inhibitors, primary screen, biochemical, FRET, single point, set 2; hit rate 0.46% among 360,000; inhibition, % at 18.7 µM; recombinant RAD52 DNA annealing, FRET fluorescence;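 active = every replicate showing at least 50% inhibition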
The depositor's hits bear a star; / = no result given; & = joins results of further samples.

| compound | esBAF inh | PglD DTNB | ERp5 block | RAD54 branch | Casp6 inh | E-sel inducer | ARNT TACC3 PPI | RAD52 inh |
| --- | --- | --- | --- | --- | --- | --- | --- | --- |
| O=S(=O)(NCC(c1ccco1)N1CCc2ccccc2C1)c1ccc(Br)cc1 (stereo unspecified) | / | 1.7 | 0.6 | 6.7 | -1.6 | / | -4.2 | -23.7 |
| Cc1ccc(CNC(=O)CCn2cc(-c3ccc(F)cc3)nc2-c2ccncc2)cc1 | 9.6 | -9.5 | 5.7 | -6.6 | -2.5 | 0.0 | 0.9 | -25.7 |
| O=C(Nc1cccc([N+](=O)[O-])c1)Nc1cccs1 | / | / | -8.3 | / | 4.6 | 0.0 | 1.1 | -8.8 |
| c1cc(-c2ccsc2)n2cnnc2c1 | -10.4 | -1.4 | -3.0 | 2.7 | 3.3 | 6.6 | / | -14.4 |
| O=C(CSCc1ccccc1Cl)Nc1ccc(C(=O)O)cc1 | -7.6 | -2.3 | 2.5 | -1.6 | 1.4 | / | -7.7 | -7.0 |
| O=C(OCC(=O)N1CCN(S(=O)(=O)c2ccccc2)CC1)c1ccc([N+](=O)[O-])o1 | -8.3 | 1.5 | -4.0 | 3.0 | 1.3 | / | 19.9 | -1.3 |
| Cc1cc(C)c(-c2cc(NC(=O)CSc3nncn3C)n(-c3ccccc3)n2)cc1C | -1.0 | -3.4 | 2.9 | 1.8 | -3.0 | / | 8.9 | -4.5 |
| COCCN1CC(=O)N2C(c3cccc(OC)c3)c3[nH]c4ccccc4c3C[C@H]2C1=O (stereo partly specified) | 2.5 | 7.1 | 0.5 | 9.1 | -2.7 | 0.0 | -10.2 | -3.2 |
| CC(C)C(=O)Nc1ccc2c(c1)C(=O)N(C)[C@H]1CC[C@@H](CC(=O)N[C@H](C)c3ccccc3)O[C@H]1CO2 | -3.7 | -1.0 | / | -4.5 | / | 0.0 | -11.4 | / |
| C[C@H](NC(=O)C[C@@H]1C[C@@H]2c3cc(NS(C)(=O)=O)ccc3O[C@@H]2[C@@H](CO)O1)c1ccccc1 | 1.8 | 2.6 | -0.9 | -2.5 | 1.0 | -0.5 | -7.8 | 14.2 |
| CCC(=O)N(C)C[C@@H]1Oc2cc(C#CCN(C)C)ccc2S(=O)(=O)N([C@@H](C)CO)C[C@@H]1C | 1.9 | -5.0 | 4.6 | -0.3 | 4.0 | 0.0 | -2.9 | -8.6 |
| Cc1onc(-c2c(Cl)cccc2Cl)c1C(=O)NC(C)(C)CO | -1.8 | -6.9 | / | -7.1 | / | / | -3.0 | / |
| C[C@H](CO)N1C[C@H](C)[C@H](CN(C)Cc2ccc3c(c2)OCO3)Oc2c(NC(=O)C3CCCCC3)cccc2C1=O | -1.8 | -2.8 | -3.6 | 16.7 | -1.4 | 1.2 | 1.7 | -1.3 |
| COc1ccc(NC(=O)N(C)C[C@@H]2Oc3c(NC(=O)C4CC4)cccc3C(=O)N([C@H](C)CO)C[C@H]2C)cc1 | -4.5 | 14.6 | 9.9 | 6.3 | -1.8 | 0.1 | 4.4 | -3.0 |
| CCCNC(=O)c1cc(C2CCCN(C(=O)c3ccc4ccccc4c3)C2)on1 (stereo unspecified) | 4.4 | 3.7 | 0.7 | 7.3 | -0.3 | -0.8 | / | -18.0 |
| CC(C)Oc1cc(F)ccc1-c1cc(C(=O)Nc2cccc(C(F)(F)F)c2)[nH]n1 | 0.9 | 23.6* | -7.9 | -4.3 | -4.3 | 2.7 | / | -5.6 |
| Cc1ccc(S(=O)(=O)N(C)C[C@H]2Oc3ccc(NC(=O)Nc4c(C)noc4C)cc3CC(=O)N([C@H](C)CO)C[C@H]2C)cc1 | -4.0 | -0.8 | 3.6 | 1.0 | / | -0.3 | 1.6 | -6.4 |
| O=[N+]([O-])c1cc([N+](=O)[O-])c2cc3ccccc3nc2c1 | 6.3 | 1.2 | 3.4 | 8.7 | 0.6 | 0.1 | 17.0 | -16.5 |
| Cc1sc2nc(CN3CCN(c4ccc(O)cc4)CC3)[nH]c(=O)c2c1C | / | / | -3.7 | / | 1.6 | / | -1.7 | -19.4 |
| COc1ccccc1N(CCC#N)C(=O)COC(=O)CCC(=O)c1ccc(F)cc1 | -2.6 | -6.2 | 2.8 | -1.4 | -0.9 | -0.5 | 3.8 | -9.2 |
| Cn1c(N2CCN(c3ccccn3)CC2)nc2c1c(=O)n(Cc1ccccc1Cl)c(=O)n2C | -5.4 | 5.2 | / | 2.9 | / | / | -2.8 | / |
| Cc1ccc(/C=N/NC(=O)Cc2ccc(Cl)cc2)s1 | / | -3.5 | -3.4 | 2.6 | 0.5 | 0.1 | 14.7 | -15.9 |
| COC(=O)[C@@H]1[C@@H](CO)[C@@H]2Cn3c(ccc(-c4cccc(OC)c4)c3=O)[C@@H]2N1CC1CC1 | 4.5 | 1.8 | -0.1 | -7.0 | -3.2 | -0.4 | -5.3 | -7.8 |
| CO[C@H](CN(C)S(=O)(=O)c1ccccc1)[C@H](C)CN(Cc1ccccc1Cl)[C@H](C)CO | 1.3 | 4.1 | 2.4 | -3.4 | 1.0 | -0.1 | -3.1 | 4.2 |
| CCn1cc(C2=NC(CCSC)CO2)c2ccccc21 (stereo unspecified) | / | / | 0.5 | / | -4.3 | -1.7 | 4.0 | -18.9 |
| O=C(Nc1ccc(C(F)(F)F)cc1)c1ccccc1 | 53.5* | 2.2 | -5.4 | -7.8 | -4.3 | 0.1 | -6.6 | -0.9 |
| CCCn1c(N)c(N(CCOC)C(=O)CSc2c(Cl)cccc2Cl)c(=O)[nH]c1=O | 2.8 | 1.7 | 5.1 | -2.1 | 0.4 | / | -0.1 | -13.0 |
| Cc1ccc(CNC(=O)CSc2nnc3c(n2)[nH]c2ccccc23)cc1 | -0.1 | -6.6 | -1.5 | 5.8 | -0.3 | 0.4 | -2.7 | -4.7 |
| Cc1ccccc1OCCCN1CCOCC1 | 4.7 | -2.5 | -6.0 | -6.7 | -3.5 | -0.1 | -7.4 | -6.2 |
| CCCC(=O)Nc1ccc(Cl)c(NC(=O)c2cccnc2)c1 | 2.7 | 0.1 | 4.3 | -2.0 | -0.2 | / | 3.0 | -12.4 |

(further entries)
| compound | esBAF inh | PglD DTNB | ERp5 block | RAD54 branch | Casp6 inh | E-sel inducer | ARNT TACC3 PPI | RAD52 inh |
| --- | --- | --- | --- | --- | --- | --- | --- | --- |
| Cc1ccc(C)n1CCN1CCN(CC(=O)Nc2ccc(S(N)(=O)=O)cc2)CC1 | -0.3 | -1.6 | / | -5.3 | / | / | -0.5 | / |
| O=C(CCN1C(=O)/C(=C\c2cccc(Br)c2)SC1=S)N1CCOCC1 | 20.5 | -0.5 | 11.4 | 1.4 | -2.1 | -0.2 | -0.4 | -15.4 |
| O=C(C1CC1)N1CCCCN2[C@H](CO)[C@H](c3ccc(-c4ccncc4)cc3)[C@@H]2C1 | / | -0.9 | -4.4 | 6.5 | -1.8 | / | -0.3 | -4.8 |
| Cc1cc2ccc(C)c(C)c2nc1SCC(=O)c1cccs1 | -4.5 | -0.1 | / | -3.9 | / | / | -1.8 | / |
| CCOC(=O)c1cnc(SCC(=O)OCC(=O)NC2CCS(=O)(=O)C2)nc1N (stereo unspecified) | 1.7 | / | -1.4 | / | 1.5 | / | 7.1 | 6.5 |
| O=C(C[C@H]1C=C[C@H](NC(=O)Cc2ccccn2)[C@H](CO)O1)NCCc1ccccc1 | / | / | 4.7 | / | -0.7 | 0.9 | / | -7.8 |
| COc1ccc(NC(=O)N(C)C[C@@H]2Oc3c(NC(=O)NC4CCCCC4)cccc3C(=O)N([C@@H](C)CO)C[C@@H]2C)cc1 | 0.7 | -2.4 | -3.9 | -3.0 | 2.7 | -0.1 | 12.1 | -1.3 |
| CN(C)Cc1cnc2ccc(Cl)cn12 | -9.0 | 0.9 | / | 3.3 | / | / | -13.2 | / |
| CCCCOC(=O)c1ccc(N/C(=N\S(=O)(=O)c2ccccc2)c2ccccc2)cc1 | / | / | -0.4 | / | -0.8 | / | -2.0 | -12.6 |
| COc1ccc(C2=NS(=O)(=O)N(C)C(C(=O)NCc3ccc(F)cc3)=C2)cc1OC | -4.6 | -6.1 | -3.2 | 3.8 | -1.7 | 0.5 | 1.8 | -31.6 |
| COc1cc(/C=C/C(=O)N[C@@H](Cc2c[nH]c3ccccc23)C(=O)O)ccc1O | / | / | 5.6 | / | -0.3 | 0.1 | / | -0.1 |
| COc1cc(OC)cc(-c2nc(-c3ccccc3)no2)c1 | 48.4* | -2.9 | / | 11.2 | / | / | -6.6 | / |
| O=C(N/N=C/c1ccccc1C(=O)O)c1cc(-c2ccc3c4c(cccc24)CC3)n[nH]1 | / | / | 1.8 | / | 18.8 | / | 5.5 | -20.0 |
| O=C1C=CC2=C3c4cc(O)c(O)cc4CC3(O)COC2=C1O (stereo unspecified) | -2.4 | -1.8 | -5.3 | 9.9 | 84.9* | / | 26.9 | -2.8 |
| CNC(=O)C[C@H]1C(=O)N(c2ccc(Br)cc2)C[C@@H]1CSC | -4.1 | -2.8 | -2.0 | 4.5 | -4.6 | / | / | -1.3 |
| O=c1[nH]c2ccc(NC(=S)NCCc3ccccc3)cc2[nH]1 | -2.8 | -0.2 | -2.8 | -10.4 | 5.7 | 0.1 | 2.2 | -17.6 |
| CC(=O)N[C@@H](Cc1c[nH]c2ccccc12)C(=O)OCC(=O)Nc1cc(C)on1 | / | / | 6.6 | / | -1.7 | -0.2 | -3.3 | -1.2 |
| Cn1c(=O)c2[nH]c(C3CC4CCC3C4)nc2n(C)c1=O (stereo unspecified) | / | / | 0.9 | / | 0.1 | 0.1 | -6.1 | -10.6 |
| Cc1ccc(-c2noc(CN(C)C(=O)c3ccc(Br)o3)n2)cc1 | -0.1 | 5.5 | -2.2 | -21.6 | -3.0 | 0.4 | 24.7 | -14.4 |
| Cc1cc(C)c(S(=O)(=O)NC2CC(C)(C)NC(C)(C)C2)cc1C | -9.5 | 4.1 | 0.1 | 0.2 | 1.3 | / | 0.4 | -7.5 |
| CCc1cc2c(=O)c(-c3nc4ccccc4n3C)c(COCC(=O)O)oc2cc1O | -2.2 | -1.4 | 2.5 | -13.2 | 14.2 | / | 2.6 | -10.3 |
| COc1ccc(-c2nc(CN3CCN(Cc4cccc(F)c4)CC3)c(C)o2)cc1 | 5.7 | 7.1 | -3.0 | -2.1 | -2.0 | 0.4 | / | -15.9 |
| Cc1[nH]nc(-c2ccc(O)cc2O)c1-c1ccc(Cl)cc1 | -1.8 | 2.0 | / | 1.6 | / | / | 1.4 | / |
| CN(C(=O)c1ccc2c(c1)S(=O)(=O)N=C1CCCCCN12)c1ccccc1 | 5.2 | 0.4 | 7.3 | 2.0 | 6.5 | 2.0 | 28.6 | -4.2 |
| CC(C(O)c1ccc(O)cc1)N1CCC(Cc2ccccc2)CC1 (stereo unspecified) | -1.6&-5.3&-5.2 | 5.0&0.1&-0.4 | -1.9&1.6&-1.3 | 10.6&5.6&1.5 | 3.5&5.0&0.5 | 0.0&0.0&1.0 | -2.1&-3.0&-0.3 | -5.2&5.9&-1.2 |

Record cards (already shown). Order of values: esBAF inh | PglD DTNB | ERp5 block | RAD54 branch | Casp6 inh | E-sel inducer | ARNT TACC3 PPI | RAD52 inh
Profile of `Cc1ccc(-c2noc(CN(C)C(=O)c3ccc(Br)o3)n2)cc1` : -0.1 | 5.5 | -2.2 | -21.6 | -3.0 | 0.4 | 24.7 | -14.4
Profile of `CN(C(=O)c1ccc2c(c1)S(=O)(=O)N=C1CCCCCN12)c1ccccc1` : 5.2 | 0.4 | 7.3 | 2.0 | 6.5 | 2.0 | 28.6 | -4.2

High-throughput results as filed in PubChem BioAssay.
